DYRK1A inh: blocks rat Dyrk1A kinase activity | Q63470 | ADP-Glo luminescence, NFATc1 peptide | inhibition, % at 12.5 µM | 310,000 compounds, 0.43% hits; in the data active = inhibition above about 50%;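 also: plate controls were vehicle with enzyme for no effect and no enzyme for full effect; many of its hits are not listed in these tables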
KCNK3 block: human KCNK3 channel inhibition, primary screen | O14649 | CHO-KCNK3 thallium flux, FluxOR fluorescence; stronger effect = lower value | B-score at 10 µM | 340,000 compounds, 0.84% hits | AID 602410;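 active = B-score under library mean minus 4 SD, starting fluorescence ratio at most library mean plus 5 SD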;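 also: more negative B-score means stronger inhibition of thallium flux through KCNK3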
KCNK9 inh: inhibitors of human KCNK9 two-pore domain potassium channel; HEK293 KCNK9, FluxOR thallium flux fluorescence; stronger effect = lower value; B-score at 10 µM; 310,000 compounds, 1.2% hits; AID 488922;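 active = ratio B-score over 3 SD below the library mean, with starting fluorescence within 5 SD of its mean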;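 also: negative B-score means less thallium flux so channel inhibition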
hERG rescue: compounds protecting human hERG from proarrhythmic drug block | 310,000 compounds, 0.51% hits | activation (rescue from dofetilide block), less the hit threshold, % at 10 µM | CHO-hERG, FluxOR thallium flux, dofetilide IC70 present;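 active = activation above the mean of controls blocked by dofetilide plus 5 SD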;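 also: thallium influx through hERG after potassium depolarization seen as dye fluorescence rise; in these data hits start at about 4.7%; inactives centre near -7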
PolyA inhibitor: inhibitors of polyadenylation in S. cerevisiae | S. cerevisiae SKY197-pL101 polyadenylation reporter, beta-gal luminescence; efflux-impaired pdr1/pdr3 knockout yeast; score 100 = 6 SD above DMSO | calls only at 12 µM | 300,000 compounds, 0.02% hits | AID 1875;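 active = lowest replicate activity score at least 50, where 100 means six control SD above control mean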;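 also: yeast exposed to compound for 9 h at 30 °C; higher score means more reporter readthrough which indicates perturbed polyadenylation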
KCNQ1 block: human KCNQ1 channel inhibition | P51787 | CHO-K1 KCNQ1, FluxOR thallium flux fluorescence; stronger effect = higher value | B-score at 10 µM | 310,000 compounds, 1.3% hits;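 active = compounds whose thallium flux B-score, printed positive for inhibition, exceeds three library SD while starting fluorescence stays within three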;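 also: channel opened by potassium depolarization with thallium stimulus after 20 min compound exposure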
RGS4 pot: potentiators or activators of RGS4; 310,000 compounds, 0.92% hits; HEK293 M3R/inducible RGS4, carbachol calcium flux Fluo4; stronger effect = lower value; AID 463111; B-score at 10 µM;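 active = B-score of the integrated calcium signal more than 4 SD below the library mean, with starting fluorescence not abnormally high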;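 also: negative B-score means reduced calcium response which marks RGS4 activation or potentiation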
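Also added: carbachol at ECmax as muscarinic agonist stimulus; Assay system: HEK293 cells with stable M3R and inducible RGS4; Timing: overnight RGS4 induction, 30 min dye load 37 °C, 20 min compound RT; Measured by: Fluo4-AM (2 µM) calcium-flux fluorescence, kinetic read.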
GSK3A inh: human GSK-3 alpha kinase inhibition | AID 2650 | ADP-Glo luminescence, 60 min | inhibition, % at 10 µM | 320,000 compounds, 0.1% hits | P49840;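 in the data active = inhibition above about 50%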;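 also: GST-tagged GSK-3 alpha with peptide substrate and 25 µM ATP; 0% = DMSO neutral wells and 100% = GW8510 positive control wells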
Target sequence (P49840 whole entry, looked up): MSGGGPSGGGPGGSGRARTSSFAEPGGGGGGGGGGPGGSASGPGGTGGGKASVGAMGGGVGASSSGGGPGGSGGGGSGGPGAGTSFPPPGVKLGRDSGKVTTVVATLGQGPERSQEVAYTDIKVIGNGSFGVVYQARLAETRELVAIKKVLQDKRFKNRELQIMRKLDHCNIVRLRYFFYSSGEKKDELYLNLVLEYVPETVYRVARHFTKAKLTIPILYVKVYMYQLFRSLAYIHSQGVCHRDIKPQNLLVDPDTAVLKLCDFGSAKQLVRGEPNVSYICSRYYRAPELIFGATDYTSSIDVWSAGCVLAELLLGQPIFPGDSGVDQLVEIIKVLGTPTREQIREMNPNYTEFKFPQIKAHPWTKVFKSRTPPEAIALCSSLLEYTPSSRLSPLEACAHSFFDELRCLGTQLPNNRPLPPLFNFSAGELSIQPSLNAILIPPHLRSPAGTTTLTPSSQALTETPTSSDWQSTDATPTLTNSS
GSK3B inh: inhibitors of human GSK3beta kinase | P49841 | GST-GSK3beta kinase, ADP-Glo luminescence, 60 min; stronger effect = lower value | activity score (negative = inhibition), % at 10 µM | 300,000 compounds, 0.038% hits | AID 2097;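 active = more than half of replicate wells score below -50%, meaning over 50% inhibition versus plate controls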;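 also: 0% = median DMSO wells and -100% = median GW8510 positive control wells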
Target sequence (P49841 whole entry, looked up): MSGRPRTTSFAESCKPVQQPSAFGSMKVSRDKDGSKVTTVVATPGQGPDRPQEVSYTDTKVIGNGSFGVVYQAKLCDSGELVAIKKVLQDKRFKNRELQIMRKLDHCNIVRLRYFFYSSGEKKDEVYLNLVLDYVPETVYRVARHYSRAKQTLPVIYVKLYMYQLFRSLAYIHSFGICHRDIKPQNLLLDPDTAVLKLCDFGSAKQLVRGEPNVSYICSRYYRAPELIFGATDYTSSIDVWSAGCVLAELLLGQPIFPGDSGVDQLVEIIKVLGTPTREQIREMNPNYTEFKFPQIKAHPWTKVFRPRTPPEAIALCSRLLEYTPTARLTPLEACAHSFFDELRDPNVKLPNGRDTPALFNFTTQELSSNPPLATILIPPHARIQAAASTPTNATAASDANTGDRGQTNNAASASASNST
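Test system: GST-fused GSK3beta enzyme, cell-free | Quantity: 1.6 ng GST-GSK3beta enzyme per well | Reagent: 25 µM ATP with peptide substrate | Schedule: 60 min enzyme reaction, room temperature | Signal: Luminescent ADP-Glo measurement of ADP formed | Read-out basis: Score relative to plate controls | Control set: DMSO and 20 µM GW8510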
KCNQ1 pot: potentiators or activators of human KCNQ1 potassium channel; B-score at 10 µM; P51787; AID 2648; 310,000 compounds, 0.35% hits; CHO-K1 KCNQ1, thallium flux FluxOR fluorescence; stronger effect = higher value;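 active = fluorescence ratio B-score, a plate-corrected score, at least three library SD, with initial intensity B-score within 5 SD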
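Medium – assay buffer, equal DMSO in all wells · Material – CHO-K1 cell line with stable KCNQ1 potassium channel expression · Signal – kinetic FluxOR thallium fluorescence, 10-s 1-Hz baseline, 110-s post-stimulus read · Compound – single concentration per compound, DMSO matched to controls · Schedule – 37 °C overnight plating, 90-min dark dye load, 20-min compound pretreatment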
RGS4 inh: inhibitors of human RGS4. P49798. HEK293 M3R/RGS4 inducible, Fluo-4 calcium flux; stronger effect = higher value; triggered by carbachol at its EC20. B-score at 10 µM. 310,000 compounds, 0.45% hits;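 active = B-score, a plate-corrected calcium signal, over three deviations above library mean, with baseline fluorescence within five deviations of library mean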;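 also: RGS4 expression induced by doxycycline in cells with stable M3 receptor; B-score is computed from the integrated fluorescence ratio over baseline after carbachol; higher B-score means a larger calcium signal and so more RGS4 inhibition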
Target sequence (P49798 whole entry, looked up): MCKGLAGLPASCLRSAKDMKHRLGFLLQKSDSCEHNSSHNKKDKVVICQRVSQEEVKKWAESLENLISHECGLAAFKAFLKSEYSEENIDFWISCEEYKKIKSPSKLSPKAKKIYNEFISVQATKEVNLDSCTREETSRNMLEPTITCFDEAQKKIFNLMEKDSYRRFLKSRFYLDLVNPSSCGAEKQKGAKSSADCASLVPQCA
* = called active by the depositor; i = inactive; . = no result given. These rows are one share of the data, so the mix of outcomes need not match the whole.

SMILES | DYRK1A inh | KCNK3 block | KCNK9 inh | hERG rescue | PolyA inhibitor | KCNQ1 block | RGS4 pot | GSK3A inh | GSK3B inh | KCNQ1 pot | RGS4 inh
CCn1c(CC(=O)Nc2ccc(F)cc2)nnc1SCC(=O)N1CCOCC1 | -5 | i | i | -6 | i | i | i | 0 | -2 | i | i
Cc1cccc(N2CCN(S(C)(=O)=O)CC2)c1C | 1 | i | i | -7 | i | i | i | 2 | -1 | i | i
C=CCn1c(SCC(=O)c2[nH]c(C)c(C(C)=O)c2C)nnc1-c1ccncc1 | -12 | i | i | -7 | i | i | i | 3 | 1 | i | i
Cc1cccc(OCC(=O)NCc2n[nH]c(=O)c3ccccc23)c1 | 4 | i | i | -8 | i | i | i | -1 | -6 | i | i
O=C(CSc1ccc(-c2ccccc2)nn1)NC1CCCC1 | -2 | i | i | -4 | i | i | i | 1 | 2 | i | i
CS(=O)(=O)N(CC(O)Cn1c2ccccc2c2ccccc21)c1cccc2ccccc12 (stereo not drawn) | 0 | i | i | -1 | i | i | i | . | -4 | i | 7.6*
COc1ccc(C)cc1NC(=O)CSc1nnc(-c2ccc(Br)cc2)o1 | 1 | i | i | -4 | i | i | i | -2 | 0 | i | i
CC(C)CC(C(=O)NC1CCCCC1)N(Cc1cccs1)C(=O)c1snc(C(N)=O)c1N (stereo not drawn) | 2 | i | i | -21 | i | 8* | i | 3 | -3 | i | i
O=C(NC1CCCCC1)c1ccc(CS(=O)Cc2ccc(Cl)cc2)o1 (stereo not drawn) | 0 | i | i | -5 | i | i | i | 0 | 1 | i | i
Nc1nc(SCC(=O)NN(c2ccccc2)c2ccccc2)n[nH]1 | 9 | i | i | -7 | i | i | i | . | 2 | i | i
Cc1cccc(N(CC(O)CN2CCCC2)S(=O)(=O)c2ccccc2)c1 (stereo not drawn) | -2 | i | i | 2 | i | i | i | -2 | 0 | i | i
COC(=O)c1ccc(C)c(NC(=O)CN(c2cc(OC)ccc2OC)S(C)(=O)=O)c1 | -26 | i | i | -3 | i | i | i | -2 | 1 | i | i
Cc1cccn2c(CNCCc3ccccn3)c(C(=O)N3CCOCC3)nc12 | -1 | i | i | -10 | i | i | i | 0 | -1 | i | i
Nc1cc(C(=O)O)ccc1Nc1ccccc1 | 1 | i | i | -16 | i | i | i | 0 | 0 | i | i
Cc1ccc(C=Nc2ccccc2C#N)s1 | -6 | i | i | -3 | i | i | i | -2 | -24 | i | i
Oc1ccc(-c2nc3ccccn3c2NCc2ccc3c(c2)OCO3)cc1 | 2 | i | i | -3 | . | i | i | -3 | -6 | i | i
COc1ccc(-c2oc(/N=C/N3CCOCC3)c(C#N)c2-c2ccc(OC)cc2)cc1 | 1 | i | i | -13 | i | i | i | -1 | 0 | i | i
CNC(=O)NC(=O)C(OC(=O)c1cccc(S(=O)(=O)N2CCCCC2)c1)c1ccccc1 (stereo not drawn) | 2 | i | i | -6 | i | i | i | -1 | 1 | i | i
CN1CC(=O)N2C(c3ccc(Cl)cc3)c3[nH]c4ccccc4c3C[C@H]2C1=O (stereo partly drawn) | 5 | i | i | -2 | i | i | i | 0 | 1 | i | i
CC(C)NC(=O)c1ccc2c(c1)N(Cc1ccccc1)C(=O)C(C)(C)O2 | 7 | i | i | -3 | i | i | i | 0 | -17 | i | i
CCN(CC)c1ccc(NC(=O)c2cc3c(OC)cccc3[nH]2)cc1 | 5 | i | i | -6 | i | i | i | -2 | 3 | i | i
O=C(c1cccc(N2C(=O)C3C4C=CC(C4)C3C2=O)c1)N1CCCCCC1 (stereo not drawn) | -4 | i | i | -4 | i | i | i | -3 | 1 | i | i
Cc1ccc(NC(=O)CC2=NC(=O)C(CC(=O)Nc3ccccc3F)S2)cc1 (stereo not drawn) | 1 | i | i | -1 | i | i | i | 1 | -2 | i | i
COc1ccc(C(=O)/C=C/Sc2nc3ccccc3o2)cc1 | -3 | i | i | -8 | i | i | i | -1 | 1 | i | 24*
CN(c1ccccc1)C(c1ccc(F)cc1)c1nnnn1C1CCCC1 (stereo not drawn) | -3 | i | i | -17 | i | i | i | -4 | 0 | i | i
C#CC[N+](C)(C)CCN1C(=O)C2C(c3ccccc3)C=CC(c3ccccc3)C2C1=O (stereo not drawn) | -4 | i | i | -3 | i | i | i | -1 | -1 | i | i
CCOC(=O)c1cc2c(=O)n3ccccc3nc2n(CCOC)c1=NC(=O)C(C)(C)C | -7 | i | i | -21 | i | i | i | 1 | 1 | i | i
COc1ccc(OCCNC(=S)Nc2cccc3ccccc23)cc1 | 1 | i | i | -8 | . | i | i | 0 | 1 | i | i
Nc1nc(SCc2ccccc2Cl)[nH]c(=O)c1-c1ccccc1 | 8 | i | i | -6 | i | i | i | -2 | 1 | i | i
COC(=O)C(NC(=O)C(NC(=O)C1CCC(C)CC1)C(C)C)C(C)C (stereo not drawn) | -4 | i | i | -13 | i | i | i | -3 | -1 | i | i
Cc1cc(Cn2nc(-c3ccccc3)cc2C(=O)NCc2cccs2)on1 | 1 | i | i | -7 | i | i | i | -6 | 3 | i | i
CCn1c(CNC(=O)c2ccccc2)nc2ccccc21 | . | i | i | -10 | i | i | i | -4 | 2 | i | i
CN(C)S(=O)(=O)c1ccc(NC(=O)C2COc3ccccc3O2)cc1 (stereo not drawn) | 6 | i | i | -10 | i | i | i | 2 | 0 | i | i
NC(=S)Nc1ccc(Cl)c(Cl)c1 | . | i | i | -10 | i | i | i | 1 | 2 | i | i
COc1ccc(CNC(=O)OCc2nccnc2C(=O)Nc2ccc(Br)cn2)cc1 | 0 | i | i | 1 | i | i | i | -2 | -1 | i | i
O=S(=O)(NC1c2cccc3cccc(c23)C1N1CCNCC1)c1ccc(Cl)cc1 (stereo not drawn) | -1 | i | i | -7 | i | i | i | -2 | 2 | i | i

Rewritten with two lines to a compound: part of the list above
Every second line gives: DYRK1A inh | KCNK3 block | KCNK9 inh | hERG rescue | PolyA inhibitor | KCNQ1 block | RGS4 pot | GSK3A inh | GSK3B inh | KCNQ1 pot | RGS4 inh
> NC(=S)Nc1ccc(Cl)c(Cl)c1
  . | i | i | -10 | i | i | i | 1 | 2 | i | i
> Nc1nc(SCc2ccccc2Cl)[nH]c(=O)c1-c1ccccc1
  8 | i | i | -6 | i | i | i | -2 | 1 | i | i

Sorted by length of the SMILES (largest number first): some entries from above.
SMILES | DYRK1A inh | KCNK3 block | KCNK9 inh | hERG rescue | PolyA inhibitor | KCNQ1 block | RGS4 pot | GSK3A inh | GSK3B inh | KCNQ1 pot | RGS4 inh
C#CC[N+](C)(C)CCN1C(=O)C2C(c3ccccc3)C=CC(c3ccccc3)C2C1=O (stereo not drawn) | -4 | i | i | -3 | i | i | i | -1 | -1 | i | i
Cc1cc(Cn2nc(-c3ccccc3)cc2C(=O)NCc2cccs2)on1 | 1 | i | i | -7 | i | i | i | -6 | 3 | i | i
CCn1c(CNC(=O)c2ccccc2)nc2ccccc21 | . | i | i | -10 | i | i | i | -4 | 2 | i | i

(further entries)
SMILES | DYRK1A inh | KCNK3 block | KCNK9 inh | hERG rescue | PolyA inhibitor | KCNQ1 block | RGS4 pot | GSK3A inh | GSK3B inh | KCNQ1 pot | RGS4 inh
CC1CC(C)(C)NC(=S)N1CCCC(=O)NCc1ccccc1 (stereo not drawn) | 0 | i | i | -11 | i | i | i | -3 | 0 | i | i
CCN1CCN(c2ccc(S(=O)(=O)N3CCCCC3)cc2NC(=O)/C=C/c2ccc(OC(F)F)cc2)CC1 | -1 | i | i | -20 | i | i | i | 4 | 2 | i | i
COCCNC(=O)COC(=O)/C=C/c1c(C)nn(Cc2ccc(Cl)cc2Cl)c1Cl | -2 | i | i | -5 | i | i | i | -1 | -3 | i | i
O=C(NCCCc1ccccn1)C1CCC(=O)N(Cc2cccc(F)c2)C1 (stereo not drawn) | 2 | i | i | -8 | i | i | i | -1 | . | i | i
CC(=O)Nc1nc2ccc(C(=O)NCCOC(=O)C3CCCCC3)cc2s1 | 1 | i | i | -6 | i | i | i | -2 | -4 | i | i
N#C/C(=C\c1ccccc1)C(=O)N1CCN(c2ccccc2F)CC1 | -1 | i | i | -7 | i | i | i | -1 | 0 | i | i
c1ccc2c(COn3nnc4ccccc43)cccc2c1 | 14 | i | i | -16 | i | i | i | 1 | . | i | i
O=C(CCS(=O)(=O)c1ccc(Br)cc1)Nc1ccccc1Cl | -2 | i | i | -2 | i | i | i | -2 | 0 | i | i
Cc1ccc(S(=O)(=O)N2CCOCC2)cc1NC(=O)CSc1ccccn1 | -4 | i | i | -4 | i | i | i | -3 | 3 | i | i
CC(C)(C)C(=O)/C=c1\[nH]c(=O)/c(=C\c2ccccc2F)s1 | . | i | i | -18 | i | i | i | -7 | 1 | i | i
COc1cc(NC(=O)C23CC4CC(C2)CC(n2cnc([N+](=O)[O-])n2)(C4)C3)cc(OC)c1 | -2 | i | i | -4 | i | i | i | -2 | 4 | i | i
Cc1ccc(Cn2cc(/C=N/Nc3ccc([N+](=O)[O-])cn3)c3ccccc32)cc1 | -7 | i | i | -11 | i | i | i | -7 | -2 | i | i
CC(NC(=O)COc1ccccc1F)C1CC2CCC1C2 (stereo not drawn) | -4 | i | i | -2 | i | i | i | . | 0 | i | i
CN(C)/C=C(/C(=O)c1ccc(Cl)cc1)S(C)(=O)=O | 1 | i | i | -3 | i | i | i | -3 | 1 | i | i
CCOc1cccc(NC(=O)CSc2nncn2N)c1 | 7 | i | i | -10 | i | i | i | -3 | 1 | i | i
COC(=O)[C@H](CC(C)C)NC(=O)c1cc2c(cn1)[nH]c1ccccc12 | 0 | i | i | -11 | i | i | i | 0 | -1 | i | i
CCOc1ccc(NC(=O)CN(C)C(=O)c2cccnc2Sc2ccc(Cl)cc2)cc1OCC | 5 | i | i | -14 | i | i | i | -2 | 3 | i | i
CC1CC(C)CN(C(=O)COC(=O)c2cc3ccccc3cc2O)C1 (stereo not drawn) | 18 | i | i | -5 | i | i | i | -2 | -4 | i | i
COc1ccc(C(=O)NC2CCCCCC2)cc1S(=O)(=O)N1CCCc2ccccc21 | -3 | i | i | -5 | i | i | i | 1 | -3 | i | i
Cc1ccc(S(=O)(=O)N/N=C\c2cn(CC(N)=O)c3ccccc23)cc1C | 3 | i | i | -14 | i | i | i | -1 | 2 | i | i
